# GSTO1 inh – inhibitors of recombinant GSTO1, primary screen, counter-screen for RBBP9 inhibitor project, biochemical, fluorescence polarization; Glutathione S-transferase omega-1 (Homo sapiens), P78417; activity-based probe fluorescence polarization; inhibition, % at 5.96 µM; 300,000 tested, 1.1% active;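 active = inhibition above the campaign mean inhibition plus 3 SD, cut at about 35% in these data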;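 note: 0% = GSTO1-1 with DMSO and 100% = wells lacking GSTO1-1 enzyme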
# PAD4 inh – human PAD4 inhibitors, primary screen, biochemical, fluorescence polarization, 1536-well format; Protein-arginine deiminase type-4 (Homo sapiens), Q9UM07; recombinant PAD4, RCA probe fluorescence polarization; inhibition, % at 6.36 µM; 330,000 tested, 0.41% active; AID 485272, 2010;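 active = percent inhibition above a cutoff equal to the mean of all tested compounds plus 3 SD, cut at about 15% in these data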;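 note: 0% = PAD4 with RCA probe and DMSO and 100% = probe without PAD4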
# LYPLA2 inh – LYPLA2 inhibitors, primary screen, counter-screen for PME1 inhibitor project, biochemical, fluorescence polarization, FP-Rh probe ABPP. recombinant LYPLA2. inhibition, % at 5.9 µM. 320,000 tested, 0.38% active;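 active = inhibition above the screen-wide mean plus 3 SD, limit set per campaign, cut at about 26% in these data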;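 note: 0% = LYPLA2 with DMSO and 100% = wells lacking LYPLA2 enzyme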
# PAFAH1B3 inh – PAFAH1B3 enzyme inhibitors, primary screen, biochemical, fluorescence polarization, human; recombinant PAFAH1B3, FP-rhodamine probe; Platelet-activating factor acetylhydrolase IB subunit alpha1 (Homo sapiens), Q15102; 340,000 tested, 0.28% active; AID 492972, 2010; inhibition, % at 3.39 µM;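 active = inhibition above the screen-wide average of all tested compounds plus 3 SD, cut at about 25% in these data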;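 note: 0% = enzyme with DMSO only and 100% = wells lacking PAFAH1B3 protein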
# PREPL inhibitor – PREPL enzyme inhibitors, primary screen, biochemical, fluorescence polarization; Prolyl endopeptidase-like (Homo sapiens), Q4J6C6; recombinant PREPL, fluorescence polarization activity-based probe; inhibition, % at 5.96 µM; 320,000 tested, 0.68% active; in the data active = inhibition above about 43%;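 note: 0% = enzyme with DMSO and 100% = wells lacking enzyme; many of its hits are not listed in these tables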
# Target sequence (Q4J6C6 whole entry, looked up): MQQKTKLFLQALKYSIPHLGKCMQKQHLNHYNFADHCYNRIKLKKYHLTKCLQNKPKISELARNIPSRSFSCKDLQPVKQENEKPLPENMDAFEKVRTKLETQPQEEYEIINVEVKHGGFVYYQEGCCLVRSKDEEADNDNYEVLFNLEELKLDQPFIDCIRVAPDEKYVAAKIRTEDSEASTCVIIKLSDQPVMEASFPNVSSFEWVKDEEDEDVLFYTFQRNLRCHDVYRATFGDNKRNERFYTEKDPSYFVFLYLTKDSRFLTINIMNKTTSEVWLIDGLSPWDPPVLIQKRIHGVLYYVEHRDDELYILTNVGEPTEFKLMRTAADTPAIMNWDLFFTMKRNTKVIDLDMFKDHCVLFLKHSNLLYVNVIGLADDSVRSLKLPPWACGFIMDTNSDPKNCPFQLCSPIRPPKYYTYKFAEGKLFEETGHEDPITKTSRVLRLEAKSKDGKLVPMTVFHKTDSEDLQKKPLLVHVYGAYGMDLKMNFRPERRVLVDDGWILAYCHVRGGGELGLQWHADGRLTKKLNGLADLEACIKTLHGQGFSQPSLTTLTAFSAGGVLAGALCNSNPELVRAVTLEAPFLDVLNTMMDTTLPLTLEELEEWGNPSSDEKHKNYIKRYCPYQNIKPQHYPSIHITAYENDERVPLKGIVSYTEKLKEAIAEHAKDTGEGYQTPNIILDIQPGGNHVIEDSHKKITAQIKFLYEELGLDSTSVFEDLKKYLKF
# PAFAH2 FP inh – PAFAH2 enzyme inhibitors, primary screen, biochemical, fluorescence polarization, human | inhibition, % at 3.39 µM | Platelet-activating factor acetylhydrolase 2, cytoplasmic (Homo sapiens), Q99487 | 340,000 tested, 0.99% active | recombinant PAFAH2, FP-rhodamine activity probe | AID 492956, 2010;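 active = inhibition above the mean over all tested compounds plus 3 SD, cut at about 30% in these data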;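 note: inhibitors block probe labeling of enzyme so polarization drops; 0% = enzyme with DMSO and 100% = wells lacking PAFAH2 protein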
# PAFAH1B2 inh – PAFAH1B2 enzyme inhibitors, primary screen, biochemical, fluorescence polarization, human; Platelet-activating factor acetylhydrolase IB subunit alpha2 (Homo sapiens), P68402; 340,000 tested, 1.2% active; inhibition, % at 3.39 µM; AID 492953, 2010; recombinant PAFAH1B2, FP-rhodamine activity probe;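 active = inhibition above the mean of all tested compounds plus 3 SD, cut at about 24% in these data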;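 note: 0% = enzyme with DMSO and 100% = wells lacking PAFAH1B2; many of its hits are not listed in these tables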
# LYPLA1 counter – LYPLA1 inhibitors, primary screen, counter-screen for PME1 inhibitor project, biochemical, fluorescence polarization, FP-Rh probe ABPP; inhibition, % at 5.9 µM; recombinant LYPLA1; Acyl-protein thioesterase 1 (Homo sapiens), O75608; 320,000 tested, 0.16% active;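 active = inhibition above the mean of all tested compounds plus 3 SD, set per campaign, cut at about 14% in these data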;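 note: inhibitors block serine hydrolase probe labeling of LYPLA1 so polarization falls; 0% = enzyme with DMSO and 100% = wells lacking LYPLA1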
# Target sequence (O75608 whole entry, looked up): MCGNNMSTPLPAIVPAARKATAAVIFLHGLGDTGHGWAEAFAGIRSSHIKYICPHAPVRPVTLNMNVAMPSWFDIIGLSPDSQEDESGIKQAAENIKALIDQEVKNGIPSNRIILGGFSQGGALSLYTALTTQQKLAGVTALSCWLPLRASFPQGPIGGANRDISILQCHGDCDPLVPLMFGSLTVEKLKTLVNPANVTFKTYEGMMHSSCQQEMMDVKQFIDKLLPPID
# pPAFAH inh – pPAFAH enzyme inhibitors, primary screen, biochemical, fluorescence polarization, human; Platelet-activating factor acetylhydrolase (Homo sapiens), Q13093; recombinant pPAFAH, FP-rhodamine probe fluorescence polarization; inhibition, % at 3.39 µM; 330,000 tested, 1.5% active;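 active = inhibition above the mean inhibition across the screen plus 3 SD, cut at about 25% in these data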;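 note: inhibitors block binding of the rhodamine activity-based probe so polarization drops; 0% = enzyme with DMSO and 100% = wells lacking pPAFAH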
# * hit, by the source's call; . = no result given.
SMILES,GSTO1 inh,PAD4 inh,LYPLA2 inh,PAFAH1B3 inh,PREPL inhibitor,PAFAH2 FP inh,PAFAH1B2 inh,LYPLA1 counter,pPAFAH inh
CCOC(=O)[C@H]1[C@H]2COc3ccccc3[C@@H]2N2C(=O)c3ccccc3NC(=O)[C@@]12C,4,-5,-1,1,-2,-13,-2,-1,-1
O=C(COc1ccccc1C(=O)c1cnn(-c2ccccc2)c1)Nc1ccc2ccccc2c1,-1,-6,-26,-15,-40,-17,-7,-13,-5
O=[N+]([O-])c1cccnc1Sc1ccc(F)cc1,5,4,-4,.,-1,.,.,-1,0
Cc1cc(C)c(C#N)c(SCC(=O)Nc2ccccc2C(N)=O)n1,8,0,8,-5,27,-2,-1,-1,-3
O=C(Nc1nc2ccsc2c(=O)s1)c1ccc(Cl)cc1,4,6,-5,3,1,-5,6,0,7
CC(C)=CC(=O)NCc1c(Cl)cccc1-n1cccc1,5,3,-1,14,9,-2,9,-2,3
c1ccc2c(-c3ccc(OCCN4CCCCC4)cc3)c(-c3ccsc3)sc2c1,.,-5,.,3,-4,-3,1,.,2
O=C1NC(=NCc2ccccc2)S/C1=C\c1ccccc1,-4,3,15,8,19,6,6,5,18
COc1ccccc1C(=O)OCC(=O)NC1CCCC1,-8,-5,7,6,0,38*,11,4,5
COc1cc(NC(=O)[C@@H]2CCCN(S(=O)(=O)c3cccc4cccnc34)C2)cc(OC)c1OC,3,3,2,14,7,8,-3,0,1
CCCCCCn1c(C)nc2c(c1=O)c1nc3ccccc3nc1n2/N=C/c1ccco1,3,-5,-9,4,-39,2,2,-6,5
CC1CCN(C(=O)COc2cccc3c2CCN(C)C3=O)CC1,0,-1,1,-1,4,0,2,2,2
CNC(=O)NC(=O)CSc1nc2sccc2c(=O)n1-c1ccccc1,1,-6,-10,-4,8,8,3,-1,7
COc1ccc2nc(SCC(=O)Nc3c(C)cc(C)cc3C)[nH]c2c1,-3,-5,5,10,-1,0,6,0,2
CC(=O)Nc1sc(C)c(C)c1C(=O)OCC(=O)N(Cc1ccccc1)C(C)C,.,-1,5,18,-1,-4,-4,1,4
O=C(NNC(=S)NCc1ccco1)C(c1ccccc1)c1ccccc1,0,2,-2,3,-1,4,12,-2,2
COc1cccc(S(=O)(=O)Nc2ccc(C(=O)N3CCOCC3)cc2)c1,5,-2,-2,11,2,0,4,-4,-2
CC(=O)Nc1cccc(NC(=O)c2ccccc2OCc2ccccc2)c1,-7,-6,-6,-3,-16,7,4,-7,4
Cc1onc(-c2c(Cl)cccc2Cl)c1C(=O)N/N=C(\N)COc1ccc(Cl)cc1,-13,0,-7,16,-7,-13,5,0,9
O=C(N/N=C/c1cccc(OCc2ccccc2)c1)c1ccc(Br)cc1,4,-3,-1,1,-11,-11,6,-24,7
Cc1c(C(=O)N(Cc2ccc(Cl)cc2)C2CCS(=O)(=O)C2)oc2ccccc12 (centres undefined),-4,1,-2,4,-8,-7,0,-2,10
O=C(Nc1ccc2[nH]ccc2c1)c1cccs1,3,-2,-1,3,1,-2,-4,0,-2
Cc1nn(-c2ccccn2)c(N)c1N=O,4,-1,8,-4,12,3,7,1,1
CCCS(=O)(=O)c1nc(S(=O)(=O)c2ccc(Cl)cc2)c(N2CCC(O)CC2)s1,-12,0,4,8,1,-7,0,3,4
Cc1cccc(OCCn2c(CCCO)nc3ccccc32)c1,2,-3,4,2,-17,-8,2,-2,-1
Cn1c(SCC(=O)Nc2ccccc2Oc2ccccc2)nnc1C1CC1,.,4,-4,7,3,4,7,-3,2
COc1ccc(NC(=S)Nc2cccc(Cl)c2)cc1OC,5,0,4,1,9,-6,-6,-4,10
COc1ccc(NC(=O)N2c3ccccc3CC2C)cc1OC (centres undefined),-3,-6,6,-2,12,3,4,1,-6
CC(C)(C)NC(=O)CN1C(=O)/C(=C/c2ccccc2)SC1=S,2,-3,-1,-5,-1,-1,5,1,4
O=C1CCCCC1C(Nc1ccc(Br)cc1)c1ccccc1 (centres undefined),-1,-5,6,11,-2,4,5,-3,8
O=C(C1CCCO1)N1CCN(c2ncccn2)CC1 (centres undefined),-2,2,-4,-2,13,3,4,-1,-4
CCOc1ccc(NC(=O)CCCOc2cc(=O)n(C)c3ccccc23)cc1,-1,1,7,0,5,5,-1,-4,1
Cc1ccc(-n2c(=O)cc(N3CC(C)OC(C)C3)[nH]c2=O)cc1 (centres undefined),3,4,-6,4,4,5,4,0,2
COc1ccc(NC(=O)c2cccc(Oc3ccc([N+](=O)[O-])cc3Cl)c2)cc1,-8,0,20,-8,12,-4,0,-15,0
COCCn1c(SC(C)C(=O)Nc2ccc3c(c2)OCCO3)nc2ccccc2c1=O (centres undefined),2,4,1,5,-4,-10,1,-1,2
CCOC(=O)N1CCC(NC(=O)c2csc3c2CCCC3)CC1,4,-3,1,-1,20,7,3,3,2

# Gathered by group, the entries above containing a nitro group on carbon.
SMILES,GSTO1 inh,PAD4 inh,LYPLA2 inh,PAFAH1B3 inh,PREPL inhibitor,PAFAH2 FP inh,PAFAH1B2 inh,LYPLA1 counter,pPAFAH inh
O=[N+]([O-])c1cccnc1Sc1ccc(F)cc1,5,4,-4,.,-1,.,.,-1,0
COc1ccc(NC(=O)c2cccc(Oc3ccc([N+](=O)[O-])cc3Cl)c2)cc1,-8,0,20,-8,12,-4,0,-15,0

# (listing goes on)
SMILES,GSTO1 inh,PAD4 inh,LYPLA2 inh,PAFAH1B3 inh,PREPL inhibitor,PAFAH2 FP inh,PAFAH1B2 inh,LYPLA1 counter,pPAFAH inh
COC(=O)c1cc(OC)c(OC)cc1NC(=O)CCC1CCCC1,3,-3,-3,7,8,-4,8,4,5
CCOc1ccc(C(=O)CCC(=O)NNC(=O)c2ccccc2O)cc1,23,-1,-4,1,6,14,7,-3,-4
CCN(CC)C(=O)C1CCCc2c1[nH]c1ccc(Cl)cc21 (centres undefined),3,0,-2,0,7,7,0,0,6
S=c1[nH]nc(-c2ccc3c(c2)OCO3)n1-c1ccccc1,0,4,9,-5,12,1,-5,2,7
O=c1[nH]c(-c2ccccn2)nc2ccccc12,6,3,2,5,-3,0,-4,-1,2
COc1ccccc1OCC(=O)Nc1ccc(S(=O)(=O)N2CCOCC2)cc1,2,-2,4,3,-2,-4,5,3,3
CCc1ccc(CCC(=O)Nc2ccc(C(=O)O)cc2)o1,-2,5,4,2,2,4,1,-1,3
N#Cc1c(-c2ccc(Cl)cc2)cc(-c2cccs2)nc1SCC(=O)O,-24,0,-5,12,8,-1,15,-6,7
C=CCOc1ccc2ccccc2c1CNCCCN1CCOCC1,7,1,-9,-4,11,-9,0,-1,5
COc1ccc(NC(=O)CSc2nccn2C)c([N+](=O)[O-])c1,-1,-2,3,5,-2,10,6,3,5
Cc1ccc(S(=O)(=O)N2CCN(C3CC(=O)N(c4ccc(F)cc4)C3=O)CC2)cc1C (centres undefined),.,-1,.,3,14,10,2,.,-2
COc1ccc(CSc2nnc(Cc3sc(-c4ccccc4)nc3-c3ccccc3)o2)cc1,-12,3,-2,-1,-10,0,-1,-4,-4
COc1ccc(CN(C)C(=O)c2ccc(NS(=O)(=O)c3ccc4[nH]c(=O)[nH]c4c3)cc2)c(OC)c1,-85,1,7,-1,-13,-3,-2,2,5
O=C(N/N=C/c1ccccc1OC(=O)N1CCOCC1)c1cccs1,6,-8,7,3,-1,6,5,2,3
COc1cc(C(=O)COC(=O)c2ccncc2)cc(OC)c1OC,.,-5,.,9,-3,1,1,.,-8
COc1ccc(NC(=O)CSc2nnc(C3CCCCC3)n2-c2ccccc2)cc1,-10,-2,3,2,9,2,18,0,2
COc1ccc(C(CNC(=O)CSc2ccccc2C)N(C)C)cc1 (centres undefined),0,-6,-2,-4,14,0,3,-3,-1
O=C(Oc1cccc(Nc2ncnc3ccccc23)c1)c1cccnc1,6,3,-6,10,-6,8,11,1,0
CC1=C(C(=O)OCC2CCCCC2)C(c2cccc(O)c2)NC(=O)N1 (centres undefined),-20,-4,6,6,-17,-2,8,-4,3
CCOC(=O)N1CCN(Cc2nc(N)nc(Nc3ccc(C)cc3C)n2)CC1,7,3,3,5,8,-5,3,2,4
CC(=O)Nc1cccc(NC(=O)c2cccc(S(=O)(=O)N3CCN(Cc4ccccc4)CC3)c2)c1,-11,3,17,3,-3,0,-1,-8,-1
CC(=O)Nc1ccc(S(=O)(=O)N2CCCC(C(=O)N3CCN(c4ccccc4)CC3)C2)cc1 (centres undefined),-7,-1,3,6,-26,-2,3,-2,3
CC(=O)c1c(C)[nH]c(C(=O)COC(=O)Cc2ccccc2F)c1C,.,-5,.,11,6,7,-3,.,3
Cc1ccccc1C(=O)Nc1ccc(C(=O)N/N=C/c2ccncc2)cc1,-1,-1,-4,-3,1,3,6,-2,1
CCn1c(SCC(=O)N2CCCC(C)C2)nnc1-c1ccc(S(=O)(=O)N2CCN(C)CC2)cc1 (centres undefined),-5,-7,-5,-1,-6,7,9,-3,-11
N#C/C(=C/c1ccc(N2CCCCC2)o1)c1cccc(F)c1,-3,-5,-10,2,25,10,1,-8,9
COC(=O)c1[nH]c(C)c(/C(O)=C2\C(=O)C(=O)N(CCCN3CCOCC3)C2c2ccccn2)c1C (centres undefined),-11,-2,-9,4,-4,8,2,-5,2
Cc1cc(NC2CCCCC2)nc(N2CCOCC2)n1,3,-6,-3,8,11,-6,1,3,-1
CC(=O)c1c(C)[nH]c(C(=O)NC(C)c2ccccc2)c1C (centres undefined),7,-1,9,-2,4,6,9,4,2
Cc1oc(-c2ccccc2Cl)nc1CS(=O)(=O)CC(=O)NC1CCCC1,-6,-3,1,1,6,8,6,0,7
COc1ccccc1NC(=O)C(C)OC(=O)C1CCN(S(=O)(=O)c2ccc(C)c(C)c2)CC1 (centres undefined),-2,2,6,-5,2,0,1,4,9
O=S(=O)(Cc1ccccc1)N1CCn2c(nc3ccccc32)C1,3,0,7,7,12,6,2,0,1
Cc1cc(C)n2nc(SCC(=O)Nc3ccc(F)c(F)c3F)nc2n1,.,4,-5,10,12,-1,3,-5,4
COc1cc(NC(=O)c2ccc(N3CC4CC(C3)c3cccc(=O)n3C4)c(NC(=O)c3ccncc3)c2)cc(OC)c1OC (centres undefined),-1,-5,4,6,3,1,0,0,8
COc1ccc(N/C=C(/C(C)=O)c2ccccc2)cc1,2,1,-3,6,2,3,0,-2,3
Cc1ccc(C(=O)OCC(=O)Nc2ccc3c(c2)OCO3)o1,2,-5,8,8,4,62*,4,3,6
Clc1ccc2c(c1)C(C1=NCCN1)c1ccccc1CS2 (centres undefined),0,3,3,0,16,-1,4,-2,3
COC(=O)[C@@H]1C[C@@]2(O)[C@@H](O)[C@@H](O)[C@@H](O)C[C@H]2N1C/C=C/c1ccccc1,-3,-1,1,-3,-1,-3,0,-3,3
COc1ccc(-n2nnnc2SCC(=O)Nc2ccc3c(c2)OCCO3)c(OC)c1,8,2,6,7,-15,11,-4,2,1

# Screens from PubChem BioAssay.

# Only part of the results is shown; count on the stated rates, not on these rows.
